Screening results: PubChem, National Center for Advancing Translational Sciences (NCATS)
HP1b chromo inh = inhibitors of HP1-beta chromodomain binding to methylated histone tails. P83916. AlphaScreen HP1-beta / biotin-H3K9me3 peptide binding. AID 540317. 0.56% of 390,000 active. Potency, µM (top dose mostly 114 µM), without a hit: top-dose activity change, negative = inhibition, actives largely listed as inhibitors; also: potency is read from the fitted curve at half-maximal effect; nearly all actives have a fitted effect of over 70% in size; inactives centre near 23
Target sequence (P83916 whole entry, looked up): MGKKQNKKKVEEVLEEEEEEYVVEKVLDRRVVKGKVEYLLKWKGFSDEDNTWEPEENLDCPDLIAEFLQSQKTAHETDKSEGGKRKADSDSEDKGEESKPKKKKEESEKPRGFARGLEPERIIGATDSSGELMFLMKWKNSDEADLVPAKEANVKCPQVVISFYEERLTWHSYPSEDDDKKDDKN
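HP1-beta protein (50 nM final) preincubated 30 min at room temperature with biotinylated H3(1-18)K9me3 peptide (50 nM) in PBS pH 7.4, 0.01% Tween-20, then compound added for 30 min. AlphaScreen streptavidin donor/nickel chelate acceptor beads (10 ug/mL final), 30 min dark, luminescence read.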
BAZ2B block = blocks human BAZ2B | Q9UIF8 | AlphaScreen BAZ2B-H3K14Ac peptide displacement | Potency, µM (top dose mostly 114 µM), without a hit: at the highest dose activity change, negative = inhibition, actives largely listed as inhibitors | 4.4% of 360,000 active; also: potency is read from the fitted curve at half-maximal effect; % is scaled to controls: 0 for no effect and ±100 for the full control effect; nearly all actives have a fitted effect of over 60% in size
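AlphaScreen luminescence quantifies BAZ2B engagement of H3K14Ac peptide; the protein and biotinylated peptide are both at 50 nM final, buffer PBS pH 7.4 with 0.01% Tween-20, all steps at room temperature.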
ERG Ets-DNA blk = inhibitors of human ERG Ets domain-DNA interaction | P11308 | fluorescence polarization, His-ERG Ets domain / labelled DNA | Potency, µM (titrated, usually from 76.9 µM), inactives show at the top dose FP activity, negative = inhibition, actives largely listed as inhibitors | 0.028% of 370,000 active | AID 624246; active = well fitted inhibition curve with a large enough effect in the polarisation, with a control signal flat; inconclusive = small, poorly fitted or top-dose-only effect, or effect the other way, or a change in a side signal; inactive = no such curve, though single readings can be large or run the other way; the % refers to the polarisation;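 also: polarization taken with two DNA probes labelled with fluorescein and Texas red; potency is read from the fitted curve at half-maximal effect; % of control where 0% means no effect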
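His-tagged ERG Ets domain (1 uM in the protein solution; 300mM KCl, 50mM Tris-HCl, 1mM EDTA, 1mM DTT, pH 7.5) received compound, then a probe mix of 5 nM fluorescein-DNA and 100nM Texas-615-DNA. Fluorescence polarization was read for both dyes.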
JMJD2A Tudor = blocks the human JMJD2A Tudor domain; 4.4% of 390,000 active; Potency, µM (doses to about 114 µM), inactives show top-dose activity change, negative = inhibition, hits mostly inhibitors; AID 504339; AlphaScreen JMJD2A-Tudor / H3K4me3 peptide binding; also: potency is read from the fitted curve at half-maximal effect; % is scaled to controls: 0 for no effect and ±100 for the full control effect; nearly all actives have a fitted effect of over 50% in size
12-LOX inh = inhibitors of human 12S-lipoxygenase ALOX12. purified 12hLO, xylenol orange hydroperoxide absorbance. Potency, µM (doses to about 108 µM), inactives show at the top dose activity change, negative = inhibition, usual class: inhibitors. 1.1% of 580,000 active; also: potency is read from the fitted curve at half-maximal effect; % is scaled to controls: 0 for no effect and ±100 for the full control effect
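Purified human 12hLO (150 nM final) in 25 mM Hepes, 0.01% Triton X-100, pH 7.0 was preincubated 15 min at room temperature with compound. Then 40 uM arachidonic acid was added, 30 min. Hydroperoxide was read by Fe-XO absorbance ratio 573/405 nm.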
PI4K2A block = blocks human PI4K2A kinase activity; purified PI4K2A, ADP-Glo luminescence, 1 h; hits give low values; activity change, negative = inhibition, % at 76.9 µM; 0.13% of 420,000 active; AID 1346378; in the data active = activity change below about -50%; inconclusive = mostly about -30% to -49%;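 also: -100% = wells without enzyme as full effect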
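ADP-Glo luminescence measured ADP generated by PI4K2A enzyme (4 ug/mL before mixing) with 1.2 mM PI substrate (pre-mix) and 300 microM ATP (pre-mix). Tris pH7.5 buffer with MgCl2, Triton X-100; 1 h reaction at ambient temperature.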
RGS4 inhibitor = human RGS4 inhibition | Potency, µM (series often up to 114 µM), for inactives: top-dose activity change, negative = inhibition, usual class: inhibitors | P49798 | Transcreener GDP fluorescence polarization, RGS4-accelerated GTP hydrolysis | AID 504845 | 0.039% of 390,000 active; also: potency is read from the fitted curve at half-maximal effect; % is scaled to controls: 0 for no effect and ±100 for the full control effect; nearly all actives have a fitted effect of over 75% in size; some results filed as inactive show a strong effect at the top dose
Target sequence (P49798 whole entry, looked up): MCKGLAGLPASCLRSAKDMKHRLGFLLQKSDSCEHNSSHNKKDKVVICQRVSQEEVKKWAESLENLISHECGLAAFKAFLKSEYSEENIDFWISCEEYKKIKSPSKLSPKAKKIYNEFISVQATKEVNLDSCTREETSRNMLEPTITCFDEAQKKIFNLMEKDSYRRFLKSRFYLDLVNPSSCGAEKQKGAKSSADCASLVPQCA
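MLSMR compounds (23 nl, pin-transferred) preincubated 10 min at room temperature with a 500nM (2x) first reagent, then RGS4 at 900nM (2x) plus Transcreener GDP mix added; fluorescence polarization (620/688 nm) read before and after 90 min at 30 °C.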
GLS inhibitor = blocks human kidney-isoform glutaminase activity. GLS enzymatic activity, qHTS titration. Potency, µM (highest dose often 45.5 µM), for the others: at the highest dose activity change, negative = inhibition, hits mostly inhibitors. 0.21% of 410,000 active. O94925; also: potency is read from the fitted curve at half-maximal effect; % is scaled to controls: 0 for no effect and ±100 for the full control effect
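Enzyme dispensed in phosphate buffer (45 mM, pH 8.2, 0.02% Tween-20), compounds pinned in, then 1 mM L-glutamine solution and the glutamate oxidase–HRP–Amplex Red mix added; fluorescence read immediately and again after 30 min at room temperature.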
G9a inh = G9a (human) methyltransferase inhibition. AID 504332. Potency, µM (series often up to 102 µM), inactives show top-dose activity, negative = inhibition, hits mostly inhibitors. G9a H3K9 monomethylation, AlphaScreen, 2 h. 8.8% of 350,000 active; also: potency is read from the fitted curve at half-maximal effect; % is scaled to controls: 0 for no effect and ±100 for the full control effect; nearly all actives have a fitted effect of over 75% in size
Target sequence (Q96KQ7 913-1193 limits assumed): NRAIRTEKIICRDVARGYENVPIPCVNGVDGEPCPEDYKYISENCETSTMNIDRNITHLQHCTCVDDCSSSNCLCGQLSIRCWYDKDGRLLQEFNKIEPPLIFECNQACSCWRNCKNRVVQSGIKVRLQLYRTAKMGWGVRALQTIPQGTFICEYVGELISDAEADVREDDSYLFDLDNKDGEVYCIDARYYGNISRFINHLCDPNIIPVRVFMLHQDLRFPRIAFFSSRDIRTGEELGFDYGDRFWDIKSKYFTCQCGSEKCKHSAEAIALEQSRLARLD
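Chemiluminescent proximity detection of H3K9 monomethylation, read after 10 min bead incubation in the dark. Reaction: 20 nM G9a, 500 nM biotin-H3K9 peptide, 20 uM SAM cofactor, 2 h, room temperature, following 15 min enzyme-compound preincubation.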
* = called active by the depositor; i = inactive; ? = inconclusive; nt = no result given; [ ] = dose if it differs, or a comment. Unless noted, calls follow the shape of the dose curve; as a rule, active = well fitted curve in the direction sought with a large enough effect; inconclusive = small, poorly fitted or top-dose-only effect, or another doubt; inactive = no such curve, though single readings can be large; an effect the other way counts as inactive or inconclusive.

SMILES	HP1b chromo inh	BAZ2B block	ERG Ets-DNA blk	JMJD2A Tudor	12-LOX inh	PI4K2A block	RGS4 inhibitor	GLS inhibitor	G9a inh
Cc1ccc(NC(=O)Nc2ccc3c(c2)CCC3)c(C)c1	40%[activator]	-18%	7%	-1%	34%[activator]	2	5%	-11%	39%
O=C1N=c2ccc([N+](=O)[O-])cc2=C1c1sc(=O)[nH]c1O	1%	0%	-7%	?	-10%	12	-75%[56.9 µM]	?	?
Cc1ccc(NC(=O)CSc2nnc(C3CC3)n2C)cc1S(=O)(=O)N1CCCCC1	45%[activator]	14%	-7%	-1%	?	-2	-22%	1%	20%[12.7 µM]
COCCCNC(=S)Nc1cccc(S(=O)(=O)NC2=NCCC2)c1	33%	1%	3%	-11%	2%	-3	2%	-4%	0%
CN(C)CCCN1CC(=O)N2[C@@H](Cc3c([nH]c4ccccc34)C2(C)C)C1=O	16%	-1%	0%	-20%	3%	2	12%	9%	-10%
O=C(Cn1ccc([N+](=O)[O-])n1)NCc1ccccc1	27%	nt	-14%	-3%	447%[activator]	1	24%	-11%	nt
CCOCCCNC(=O)C(c1ccc(C)cc1)N(Cc1ccc2c(c1)OCO2)C(=O)c1ccccc1O (configuration not stated)	20%	1%	-12%	-17%	4%	1	-14%	7%	-5%[59 µM]
CSc1ccccc1NC(=O)COc1ccccc1Cl	171%[activator]	99%[activator]	-3%	64%[activator]	-3%	-6	-10%	1%	240%[activator]
COCCn1nnnc1CN1CCC(O)(c2cccc(C(F)(F)F)c2)CC1	23%	-15%	nt	-16%	6%	1	21%	15%	79µM*
Cn1c(CN2CCN(C(=O)c3ccco3)CC2)nc2cc([N+](=O)[O-])ccc21	37%	-4%	42%[activator]	-2%	i	11	-15%	-6%	14%
O=C(CN(C(=O)CNC(=O)c1ccco1)c1ccc(Cl)c(Cl)c1)NC1CCCCC1	21%	-10%	5%	-19%	0%	4	-17%	-1%	?
CN1C(=O)S/C(=C\c2ccc(-n3cncn3)cc2)C1=O	33%	3%	4%	-9%	-16%	-2	41%	1%	nt
COc1ccc(-c2cc(C(=O)NCCCn3ccnc3)c3ccccc3n2)c(OC)c1	39%[activator]	-36%	-6%	-10%	-12%	-2	-22%	-6%	-45%
Cc1nn(CCC#N)c(C)c1Oc1ccccc1O	24%	-17%	-1%	-7%	-2%	-5	-8%	13%	-4%
COc1cccc(-c2nc(-c3ccccn3)no2)c1	50%[activator]	-7%	-3%	-2%[57.1 µM]	15%	?	4%[56.9 µM]	-6%	68%[activator]
CC(C)C(=O)NC(CC(=O)O)c1ccccc1 (configuration not stated)	25%	2%	-9%	4%	-17%	8	-1%	14%	-3%
CC(C)CN1C(=O)c2ccc(C(=O)NCc3ccccn3)cc2C1=O	24%	-20%	-5%	-5%	2%	3	14%	0%	51%
COc1ccc(N(C)S(=O)(=O)c2cccc(C(=O)Nc3ccc(N4CCOCC4)cc3)c2)cc1	7%	?	12%	?	-20%	-1	-1%	32%[activator]	?
N#Cc1c(SCC(=O)OCc2ccccc2)nsc1SCC(=O)OCc1ccccc1	76%[activator]	13%	-15%	8%	-22%	0	0%	4%	-11%
Cc1ccc(CN(C(=O)Cc2cccs2)C(C(=O)NC2CCCC2)c2ccncc2)cc1 (configuration not stated)	22%	5%	-3%	-20%	-4%	-2	22%	-6%	5%[59 µM]
O=C(O)c1cc([N+](=O)[O-])ccc1NCCc1ccccc1	-9%	?	-6%	?	2%	-5	10%	5%	nt
O=C(NC1(C(F)(F)F)OCCO1)c1ccc(F)cc1	38%[activator]	-14%	-5%	-22%	2%	-2	7%[56.9 µM]	-12%	-2%
COc1ccc(N2CCN(CCNC(=O)Nc3ccc(Cl)cc3)CC2)cc1	-2%	-1%	0%	-7%	nt	-2	6%	15%	8.9µM*
O=C1CCCc2ccccc2N1Cc1ccc(Cl)cc1Cl	95%[activator]	50%[activator]	9%	43%[activator]	8%	1	31%	2%	14%[12.7 µM]
Cc1occc1-c1nnc(SCC(=O)c2ccccc2)n1CC1CCCO1 (configuration not stated)	45%	-13%	-7%	-19%	?	-1	-22%	-2%	14%[0.501 µM]
(list continues)
SMILES	HP1b chromo inh	BAZ2B block	ERG Ets-DNA blk	JMJD2A Tudor	12-LOX inh	PI4K2A block	RGS4 inhibitor	GLS inhibitor	G9a inh
COc1cc(NC(=O)c2cc3ccccn3n2)cc(OC)c1OC	-8%	-5%	-3%	-27%	-17%	2	6%	-7%	0%[59 µM]
Cc1ccc2nc(C(C)O)[nH]c2c1 (configuration not stated)	-5%	-6%	5%	-27%	0%	-1	1%	-5%	14%[0.0925 µM]
Cc1ccc(S(=O)(=O)N2CCOCC2)cc1C(=O)Nc1cccc(S(=O)(=O)N2CCCC2)c1	10%	-30%	17%	-23%	1%	1	-8%	0%	-44%
CCC1NC(C(=O)O)Cc2c1[nH]c1ccccc21 (configuration not stated)	-14%	-12%	-9%	-14%	?	-1	-10%	?	-4%[12.7 µM]
C=CCNC(=O)C1CC=CCC1C(=O)O (configuration not stated)	43%[activator]	6%	-2%	-1%	-5%	0	-6%	-1%	20%[12.7 µM]
COc1cccc(NC(=O)Cn2nc(Cc3cccnc3)c3ccccc3c2=O)c1	10%	7%	0%	-17%	11%	4	-12%	-7%	4%
O=C(c1cnn2c(C(F)F)cc(-c3ccccc3)nc12)N1CCN2CCCC2C1 (configuration not stated)	25%	7%	2%	-5%	i	-11	-9%	1%	-38%[12.7 µM]
CCCCCN(C(=O)CCC(=O)OC(C)C(=O)c1ccccc1)c1c(N)n(CCCC)c(=O)[nH]c1=O (configuration not stated)	21%	-12%	9%	-10%	-12%	-2	-15%	-9%	?
CC(=O)Nc1sc(C)c(C)c1C(=O)OCC(=O)NCc1ccc(F)cc1	32%	-2%	15%	-12%	?	5	16%	-5%	22%[12.7 µM]
CCN(C(=O)CSc1nnc(-c2ccncc2)n1C)C1CCS(=O)(=O)C1 (configuration not stated)	65%	?	-5%	9%	7%	-2	-29%	-1%	?
Cn1nc(NC(=O)CC23CC4CC(CC(C4)C2)C3)c2c(F)cccc21	56%[activator]	-19%	6%	-7%	31%[activator]	-2	-4%	2%	22%
COc1ccc(-c2c(C)nc3c(-c4ccsc4)cnn3c2N)cc1	30%	-4%	2%	-19%	5%	2	22%	0%	-10%
CCOC(=O)C1=C(c2ccccc2)NC(=S)NC1c1cccc([N+](=O)[O-])c1 (configuration not stated)	43%	-4%	-13%	-9%	-15%	6	-35%	18%	1%
COc1ccc(/C=N/n2c(-c3ccccc3)n[nH]c2=S)cc1	-16%	?	19%	25µM*	?	-1	-41%	-17%	1.4µM*
COc1ccc(Sc2ccc(-c3nc4cnccn4c3NC3CCCCC3)cc2OC)cc1	41%[activator]	nt	11%	-22%	-11%	6	-2%	-10%	nt

Entries from the list above that contain an aryl methoxy group (9):
SMILES	HP1b chromo inh	BAZ2B block	ERG Ets-DNA blk	JMJD2A Tudor	12-LOX inh	PI4K2A block	RGS4 inhibitor	GLS inhibitor	G9a inh
COc1ccc(-c2cc(C(=O)NCCCn3ccnc3)c3ccccc3n2)c(OC)c1	39%[activator]	-36%	-6%	-10%	-12%	-2	-22%	-6%	-45%
COc1cccc(-c2nc(-c3ccccn3)no2)c1	50%[activator]	-7%	-3%	-2%[57.1 µM]	15%	?	4%[56.9 µM]	-6%	68%[activator]
COc1ccc(N(C)S(=O)(=O)c2cccc(C(=O)Nc3ccc(N4CCOCC4)cc3)c2)cc1	7%	?	12%	?	-20%	-1	-1%	32%[activator]	?
COc1ccc(N2CCN(CCNC(=O)Nc3ccc(Cl)cc3)CC2)cc1	-2%	-1%	0%	-7%	nt	-2	6%	15%	8.9µM*
COc1cc(NC(=O)c2cc3ccccn3n2)cc(OC)c1OC	-8%	-5%	-3%	-27%	-17%	2	6%	-7%	0%[59 µM]
COc1cccc(NC(=O)Cn2nc(Cc3cccnc3)c3ccccc3c2=O)c1	10%	7%	0%	-17%	11%	4	-12%	-7%	4%
COc1ccc(-c2c(C)nc3c(-c4ccsc4)cnn3c2N)cc1	30%	-4%	2%	-19%	5%	2	22%	0%	-10%
COc1ccc(/C=N/n2c(-c3ccccc3)n[nH]c2=S)cc1	-16%	?	19%	25µM*	?	-1	-41%	-17%	1.4µM*
COc1ccc(Sc2ccc(-c3nc4cnccn4c3NC3CCCCC3)cc2OC)cc1	41%[activator]	nt	11%	-22%	-11%	6	-2%	-10%	nt

Only part of the results is shown; the hit share may differ from the screen's.
